Source: PubChem (National Center for Advancing Translational Sciences (NCATS))
KDM5B inh: inhibitors of human KDM5B histone demethylase. Q9UGL1. KDM5B demethylase, FDH-coupled NADH fluorescence (FDH is formaldehyde dehydrogenase). Potency, µM (top dose mostly 57.7 µM), inactives show at the top dose activity change, negative = inhibition, most hits filed as inhibitors. 220,000 compounds, 2.6% hits; active = well fitted inhibition curve with a large enough effect; inconclusive = small, poorly fitted or top-dose-only effect; inactive = no such curve, though single readings can be large or run the other way; also: 0% is about no effect; nearly all actives have a fitted effect of over 70% in size
Target sequence (Q9UGL1 whole entry, looked up): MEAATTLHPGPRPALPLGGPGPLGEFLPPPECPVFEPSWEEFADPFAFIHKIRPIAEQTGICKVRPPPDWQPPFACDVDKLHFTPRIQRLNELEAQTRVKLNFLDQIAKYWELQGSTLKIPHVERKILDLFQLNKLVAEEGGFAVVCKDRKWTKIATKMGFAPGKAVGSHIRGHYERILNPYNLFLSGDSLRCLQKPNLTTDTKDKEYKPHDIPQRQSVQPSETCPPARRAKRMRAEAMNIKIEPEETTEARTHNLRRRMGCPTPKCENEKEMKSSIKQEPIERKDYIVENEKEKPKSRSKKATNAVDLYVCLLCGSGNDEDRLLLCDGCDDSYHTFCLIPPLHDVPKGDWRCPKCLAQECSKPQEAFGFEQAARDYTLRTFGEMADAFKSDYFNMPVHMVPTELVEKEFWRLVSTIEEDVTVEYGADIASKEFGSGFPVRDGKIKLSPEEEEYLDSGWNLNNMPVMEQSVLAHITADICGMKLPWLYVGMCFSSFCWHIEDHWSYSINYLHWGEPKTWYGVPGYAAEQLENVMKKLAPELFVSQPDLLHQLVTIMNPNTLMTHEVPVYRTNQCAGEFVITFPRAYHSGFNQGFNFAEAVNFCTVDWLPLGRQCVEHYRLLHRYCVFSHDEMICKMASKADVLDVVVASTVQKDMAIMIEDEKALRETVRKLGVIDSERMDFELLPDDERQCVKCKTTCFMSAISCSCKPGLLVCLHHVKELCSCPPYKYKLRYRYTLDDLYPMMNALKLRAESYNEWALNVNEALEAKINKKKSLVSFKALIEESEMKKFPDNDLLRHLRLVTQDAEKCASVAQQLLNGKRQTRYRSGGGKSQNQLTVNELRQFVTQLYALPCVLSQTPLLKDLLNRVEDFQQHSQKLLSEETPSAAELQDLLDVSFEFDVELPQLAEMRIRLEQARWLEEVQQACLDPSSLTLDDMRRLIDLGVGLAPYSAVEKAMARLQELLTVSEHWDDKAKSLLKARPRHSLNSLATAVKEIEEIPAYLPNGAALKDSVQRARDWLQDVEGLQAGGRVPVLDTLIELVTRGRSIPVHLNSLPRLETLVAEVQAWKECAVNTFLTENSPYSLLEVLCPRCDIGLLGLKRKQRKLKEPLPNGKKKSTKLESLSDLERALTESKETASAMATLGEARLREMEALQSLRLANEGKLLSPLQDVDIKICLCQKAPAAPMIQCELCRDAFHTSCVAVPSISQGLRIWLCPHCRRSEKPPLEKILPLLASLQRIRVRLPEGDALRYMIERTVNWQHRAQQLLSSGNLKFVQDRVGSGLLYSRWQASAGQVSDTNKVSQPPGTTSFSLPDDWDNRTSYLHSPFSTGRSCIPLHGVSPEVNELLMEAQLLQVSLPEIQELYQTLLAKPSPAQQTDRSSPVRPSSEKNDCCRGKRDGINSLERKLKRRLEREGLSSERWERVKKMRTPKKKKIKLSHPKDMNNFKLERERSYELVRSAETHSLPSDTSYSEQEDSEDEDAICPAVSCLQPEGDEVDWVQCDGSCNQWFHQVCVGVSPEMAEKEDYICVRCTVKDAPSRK
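Coupled FDH/NAD⁺ fluorescence readout. KDM5BΔAP 200 nM final; compound titration, 10 min RT preincubation; substrate mix 12.5 µM H3K4me3, 25 µM 2-OG, 50 µM Fe(II), 100 µM ascorbate, 0.25 mM NAD⁺, 0.25 U/mL FDH; ΔRFU over 30 min.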
Starred values were filed as active, the others as inactive; ? = inconclusive; & = joins results of further samples; [ ] = dose if it differs, or a comment. Potency is read from the fitted curve at half-maximal effect.

item | KDM5B inh | Molecule
1 | -12%[86.2 µM] | COc1ccccc1CC(=O)N1CCCc2ncc(C(=O)N3CCC(OC)CC3)cc21
2 | 1%[86.2 µM] | O=C(Nc1ccccc1)[C@@H]1C[C@@H](c2ccc(F)cc2)N([S+](=O)([O-])c2ccccc2)C1
3 | -14% | CCCCNc1sc(S(=O)(=O)CCC)nc1S(=O)(=O)c1ccc(C)cc1
4 | 10%[86.2 µM] | O=C1N(CCc2ccccc2)CCOC12CCN(Cc1ccc(F)cc1)CC2
5 | 13% | Cc1ccc(CNC(=O)CCCN2C(=O)COc3ccc(C)cc32)cc1
6 | -6% | O=C(NC1CC(=O)N(CCCc2ccccc2)C1)c1ccoc1 (stereo not given)
7 | 7% | S=C(NCc1ccc(Cl)cc1)NC1CC2CCC1C2 (stereo not given)
8 | 3%[86.2 µM] | O=C(NCCc1ccccc1)c1cnc2n1CCN(CCc1ccccc1)CC2
9 | -18% | CNCC(=O)N1C[C@@H](COc2cccnc2)[C@H](c2ccccn2)C1
10 | 15% | Cc1cc(F)ccc1NC(=O)Cn1cnc2c1c(=O)n(C)c(=O)n2C
11 | -9% | CCc1noc(CN2CCN(Cc3cc(C)no3)CC2)n1
12 | 9% | FC(F)(F)c1ccc(-c2noc(CSc3nc4ccccc4o3)n2)cc1
13 | -9% | CCN(CC)c1ccc(C(=O)NCc2nnc3c(-c4nc(C(C)C)no4)cccn23)cc1
14 | -6% | COc1ccccc1CNC(=O)c1c(OCC(C)C)cc(=O)n2c1CCCCC2
15 | ? | COc1cccc(N2CC(NC(=O)/C=C\c3ccc(OC)c(OC)c3)CC2=O)c1 (stereo not given)
16 | ? | O=C(Nc1ccc2oc(-c3ccccc3Br)nc2c1)c1ccc2c(c1)OCO2
17 | 16% | Cc1ccc(NC(=O)NC[C@H]2O[C@@H](CC(=O)NCCN3CCOCC3)[C@H](O)[C@@H]2O)cc1
18 | -7% | c1ccc2c(NC3C4CC5CC(C4)CC3C5)nc(N3CCCC3)nc2c1 (stereo not given)
19 | 31% | CN1CCN([C@H]2CCN(Cc3ccc4occc4c3)C[C@H]2CCC(=O)O)CC1
20 | 0% | O=C(C(c1ccccc1)c1ccccc1)N(C1CCCCC1)C1CCCCC1
21 | ? | COc1ccc(C)cc1NC(=O)CN1c2ccccc2S(=O)(=O)c2ccccc21
22 | 15% | CCOCCCNC(=O)C(NC(=O)C1CCC(C(C)C)CC1)C(C)C (stereo not given)
23 | 8% | Cc1ccc(COc2c(Br)cc(/C=C(\C#N)c3nc4ccc(C)cc4[nH]3)cc2Br)cc1
24 | 18% | Cc1onc(C(=O)NCCc2noc(-c3ccncc3)n2)c1Cn1cc(Cl)cn1
25 | 32% | CNC(=O)[C@@H]1CN(S(=O)(=O)c2cccs2)C[C@H]1c1nc(C)no1
26 | -19%[86.2 µM] | O=C(NCc1ccccc1)c1ccc2c(c1)OCCN(C1CCC1)C2
27 | 19% | CC(=O)N1CCCc2cc(S(=O)(=O)N(CCN(C)C)Cc3ccccc3)ccc21
28 | 22µM* | Cc1ccc2c(C(=O)NCc3cc(F)cc(F)c3)cc(NC(=O)C(C)C)cc2n1
29 | -2% | CC(=O)Nc1ccc(OCC(C)CN2CCC(C(O)(c3ccccc3)c3ccccc3)CC2)cc1 (stereo not given)
30 | -7% | CCc1nn(CC(=O)N2CCN(c3cccc(C)c3C)CC2)c(=O)c2cc3sccc3n12
31 | 17% | COc1ccc(N2C(=O)Cc3c2nc(N)c(C#N)c3N)cc1
32 | -16% | CCN(C(=O)c1cnc(N2CCOCC2)c2ccccc12)c1cccc(C)c1
33 | -9% | O=S(=O)(Nc1nc2ccccc2nc1Nc1ccc2c(c1)OCO2)c1cc(Cl)ccc1Cl
34 | 2%&-2% | CCOc1ccccc1NC(=O)CN1C(=O)C2(SCC(=O)N2c2ccc(C)cc2)c2ccccc21 (stereo not given)
35 | 5% | O=[N+]([O-])c1cc(NS(=O)(=O)c2ccc(Br)s2)c(F)cc1F
36 | 11% | N=c1n(CCN2CCCCC2)c2ccccc2n1CC(O)COc1ccc(Cl)cc1Cl (stereo not given)
37 | 9% | CCOC(=O)c1[nH]c(C)c(/C=N/O)c1C
38 | -9% | O=C(Nc1ccccc1)N1CCC2(CC1)Oc1ccccc1C(=O)N2Cc1ccccc1F
39 | -42% | Cc1ccc(CNc2cnccn2)s1
40 | 16% | Cc1ccc(OC(C)C(=O)N(C)c2ccccc2)c([N+](=O)[O-])n1 (stereo not given)
41 | 10% | Cc1ccc(C2CC2/C(=N/O)c2ccc(F)cc2)cc1 (stereo not given)
42 | 28% | O=C(COc1cccc(Br)c1)N/N=C1\CCCc2ccccc21
43 | ? | CCCCOc1cccc(C(=O)Nc2cc(NC(=O)c3ccco3)ccc2OC)c1
44 | -19% | CCOc1ccc(NC(=O)N2CCN(c3nnc(C)c4c(C)n(-c5ccccc5)nc34)CC2)cc1
45 | 2% | COC(=O)c1ccc(C(=O)OC)c(NC(=O)c2cnn3c(C(F)F)cc(-c4ccccc4)nc23)c1
46 | -14% | CCOCCn1cnc(-c2ccccc2)c1-c1ccccc1OCC(N)=O
47 | ? | O=S(=O)(Nc1cccc(-c2ccc(N3CCCCC3)nn2)c1)c1ccc(F)cc1F
48 | ? | Cc1ccc(NC(=O)Cn2c(-c3cncs3)nc3ccccc32)cc1Br
49 | 11% | OCCNc1ncnc2ccc(-c3cccc(O)c3)cc12
50 | 4% | Cn1c(=O)c2c(nc(NCCCc3ccccc3)n2Cc2ccccc2F)n(C)c1=O
51 | -14% | COc1ccc(-c2cc(C(F)(F)F)nc(SCCC(=O)Nc3ccc(NC(C)=O)cc3)n2)cc1
52 | -27% | CC(C)(C)c1[nH]c2ccc(-c3ccccc3)cc2c1C=O
53 | -30% | COc1ccc2c(c1)CCc1c(C(=O)Nc3c(C)nn(Cc4c(Cl)cccc4Cl)c3C)noc1-2
54 | -2% | C#CCOC(=O)c1cc(Cl)c(=O)n(Cc2ccc(Cl)cc2Cl)c1
55 | -18% | CCCCCCCCOc1ccc(/C=C(/C#N)c2ccccn2)cc1
56 | -25% | CCOC(=O)c1nnn(CC(=O)NC(=O)Nc2cccc(CC)c2)c1C(=O)OCC
57 | 7% | CC1CCCCN1CCCNC1CCCC1 (stereo not given)
58 | -11% | CSc1cccc(NC(=O)Cn2nc3n(c2=O)CCCC3)c1
59 | ? | CCn1cc(C(=O)NCCC(=O)OC)c(=O)c2cc3c(cc21)OCO3
60 | -20% | CC1=C(C(=O)OC(C)(C)C)C(c2cccc3ccccc23)NC(=S)N1 (stereo not given)

New compounds follow:
item | KDM5B inh | Molecule
61 | ? | Cc1noc(C)c1-c1cnc(Nc2cc(F)cc(N3CCOCC3)c2)c2c1CCO2
62 | 15% | CCCn1c2ccccc2c2nnc(SCc3ccc(F)cc3)nc21
63 | -9% | COc1cccc(/C=C2\C=C(c3ccc(C)cc3)OC2=O)c1OC(C)=O
64 | ? | c1ccc(-c2nc(C3CC3)no2)c(OC2CCNC2)c1 (stereo not given)
65 | ? | COc1ccc(-c2nnc(SCC(=O)NCCc3ccc(OC)c(OC)c3)nc2-c2ccc(OC)cc2)cc1
66 | 0% | CCOC(=O)C(N)c1ccc(OC(C)C)cc1 (stereo not given)
67 | 22% | CCN(CC)C(=O)Cn1cc(S(=O)(=O)CC(=O)Nc2ccc(C(N)=O)cc2)c2ccccc21
68 | -10%[86.2 µM] | O=S(=O)(NC[C@H]1Cn2ccnc2CO1)c1ccccc1
69 | 25% | CC(C)CCCC1CN(C(=O)c2c(O)cccc2O)CCO1 (stereo not given)
70 | 3% | Cc1cccc2[nH]c(C(=O)OCC(=O)N3CCCCC3)cc12
71 | -17% | Cc1ccc(C(=O)N2C(C(=O)NCc3ccccc3)COC23CCN(C(=O)C2CC2)CC3)cc1 (stereo not given)
72 | ? | CCOc1ccc(-n2c(-c3ccc(OC)cc3)cc3c2CC(C)(C)CC3=O)cc1
73 | ? | Cc1ccc(CSc2ncc(Cl)c(C(=O)Oc3ccccc3F)n2)cc1
74 | -5% | S=C(NCc1cccnc1)Nc1ccc(Br)cc1Cl
75 | 16% | CC(C)c1ccc(-n2nnnc2C2(Nc3ccccc3)CCCC2)cc1
76 | -1% | CCOc1ccc(-c2cc(-c3nc(-c4cc(OC)c(OC)c(OC)c4)no3)[nH]n2)cc1
77 | -10% | COc1ccc(CCNC(=O)c2ccc(OCC(=O)N3CCOCC3)c(OC)c2)cc1OC
78 | 16% | Cn1c(=O)n(C)c2cc(NC(=O)CN3C(=O)COc4ccccc43)ccc21
79 | 9% | Cc1cccc(Cn2c(Cc3ccccc3)nc3ccccc32)c1
80 | -8% | CN(CC(=O)Nc1cccc(F)c1)CC(=O)Nc1cccc(S(=O)(=O)N2CCCCCC2)c1
81 | ? | CC(=O)NCC(=O)N1Cc2ccccc2CC2(CCCCN2CC2CCCC2)C1 (stereo not given)
82 | -170% | Cc1ccn2cc(-c3ccc(NC(=O)CCC4CCCCC4)cc3)nc2n1
83 | -31% | COc1ccc(CC(C)NS(=O)(=O)c2ccc3c(c2)CCN3S(C)(=O)=O)cc1OC (stereo not given)
84 | -12% | Cn1ncc(N2CCC(NC(=O)c3ccsc3)CC2)cc1=O
85 | 24% | O=C(COC(=O)CCN1C(=O)c2ccccc2C1=O)Nc1ccccc1[N+](=O)[O-]
86 | -13%[115 µM] | CC[C@H]1CN(C(C)=O)CC[C@H]1CC(=O)NC1CC1
87 | 4% | Cc1ccc(NC(=O)Cn2c(=O)n(Cc3ccco3)c(=O)c3oc4ccccc4c32)cc1C
88 | -7% | CC(C)CN1CCN(C2CCOC3(CCN(C(=O)C4CCCC4)CC3)C2)CC1 (stereo not given)
89 | -10% | COc1cn(CC(=O)Nc2c(C)cc(C)cc2C)c(CN2CCCCC2)cc1=O
90 | -14% | CCOC(=O)c1cc2n(n1)CC(C)(C(=O)NCCC(C)C)N(CCc1cccs1)C2=O (stereo not given)
91 | 0% | CC(C)(C)c1ccc(CCC2OCC(CN3CCCCC3)O2)cc1 (stereo not given)
92 | 9% | O=C(Nc1cccc(-c2nc3ccccc3o2)c1)c1ccccc1Br
93 | -4% | O=C(OCc1ccccn1)c1ccc(COc2ccc3ccccc3c2)o1
94 | 2% | COc1ccc(NC(=O)C2Cn3cccc3C(=O)N2C)cc1 (stereo not given)
95 | 20% | CCCCOc1ccc(CSc2nc(C)[nH]c2[N+](=O)[O-])cc1[N+](=O)[O-]
96 | ? | CCc1cccc(NC(=O)c2ccc3c(c2)N(CC)C2CCCCN2C3=O)c1 (stereo not given)
97 | -6% | Cc1cc(C(=O)N2CCCCCCNC(=O)[C@@H]3CCCC[C@@H]32)nn1C
98 | 15% | N#Cc1ccc(COc2ccccc2C(N)=O)cc1
99 | ? | Cc1ccc(C)c(N2CCN(S(=O)(=O)c3ccc(-c4cnc(C)o4)cc3)CC2)c1
100 | ? | Cc1nonc1OCCn1ccnc1-c1cn(C2CCNCC2)nn1
101 | -9%[86.2 µM] | C[C@H]1[C@@H]2[C@H]3OC(=O)[C@@H](C)[C@@H]3CC[C@@]2(C)CC[C@@H]1NC(=O)c1ccc(C#N)cc1
102 | -9% | Cc1cc(C)cc(NC(=O)CCn2c(=O)n(C)c3ccccc32)c1
103 | -15%[86.2 µM] | CSCCNC(=O)C1CN(c2ccc(F)cc2)C(=O)N1 (stereo not given)
104 | -19% | CCCN(CCC)CCNC(=O)COCc1cc(-c2cccs2)on1
105 | ? | O=C(c1cnn2c(C(F)(F)F)cc(-c3ccc(F)cc3)nc12)N1CCc2ccccc2C1
106 | 23%&-7% | O=C1CCC(C(=O)N2CCSCC2)CN1CCc1cccc(F)c1 (stereo not given)
107 | 5% | Cc1[nH]c(=O)[nH]c(=O)c1S(=O)(=O)Nc1ccc(F)cc1F
108 | ? | COc1ccc(CC(=O)NCCc2csc(-c3cccc(C)c3)n2)cc1
109 | -26% | Cc1ccc(C)c(N=C/C(C(=O)C(F)(F)F)=C(\O)c2cccs2)c1
110 | 9%[86.2 µM] | Cc1ccc(C(=O)N[C@H]2C[C@@H](c3nc(Cc4ccccc4)no3)N(C)C2)cc1
111 | -16% | COc1ccc(OC)c(CNC(=O)C2CCN(S(=O)(=O)c3cn(C)cn3)CC2)c1
112 | -14% | COc1ccc(CCNC(=O)CCn2c(=O)c3ccccc3n(Cc3cc(C)ccc3C)c2=O)cc1OC
113 | ? | CCN(CC)c1cc(C)nc(Nc2ccc(NC(=O)CCCc3ccccc3)cc2)n1
114 | 2% | Cc1oc(-c2ccccc2)nc1CC(=O)N(C)Cc1ccco1
115 | 19% | C/C(=N\NC(=O)c1cccc2ccccc12)c1ccc(C)s1
116 | 15% | CCOC(=O)/C(C#N)=C\NC(C)=O
117 | -16% | COc1ccc(C(C)=O)cc1COC(=O)c1c(F)cccc1Cl

These rows are one share of the data; the hit share may differ from the screen's.
